Screening results as filed in PubChem BioAssay.
RGS4 inh = inhibitors of human regulator of G protein signaling 4 | Transcreener GDP fluorescence polarization, RGS4-accelerated GTP hydrolysis | Potency, µM (titrated, usually from 114 µM), for the others: at the top dose activity change, negative = inhibition, actives largely listed as inhibitors | actives 0.039% (n = 390,000) | AID 504845; also: % is scaled to controls: 0 for no effect and ±100 for the full control effect; nearly all actives have a fitted effect of over 75% in size; some results filed as inactive show a strong effect at the top dose
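MLSMR compounds (23 nl, pin-transferred) preincubated 10 min at room temperature with a 500nM (2x) first reagent, then RGS4 at 900nM (2x) plus Transcreener GDP mix added; fluorescence polarization (620/688 nm) read before and after 90 min at 30 °C.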
TrxR1 inh = inhibitors of rat thioredoxin reductase 1. recombinant rTrxR1, NADPH fluorescence consumption, selenite substrate. Potency, µM (titrated, usually from 114 µM), for inactives: at the top dose activity change, negative = inhibition, most hits filed as inhibitors. actives 1% (n = 390,000). AID 588453; also: % is scaled to controls: 0 for no effect and ±100 for the full control effect; nearly all actives have a fitted effect of over 65% in size
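Rat TrxR1 (90 nM in the dispensed reagent) was pre-reduced with 400 uM NADPH for 5 min at room temperature, then incubated with compound for 15 min. After 400 uM selenite was added, NADPH fluorescence (Ex 340/Em 450 nm) was followed for 8 min.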
Pin1 inhibitor = inhibitors of human Pin1; Pin1 FP peptide displacement, HiFluor488, 10 min; Q13526; actives 0.009% (n = 390,000); Potency, µM (series often up to 115 µM), inactives show at the top dose activity, negative = inhibition, most hits filed as inhibitors; AID 504891; active = well fitted inhibition curve with a large enough effect in the polarisation, with a control signal flat, not every such curve was filed as active; inconclusive = small, poorly fitted or top-dose-only effect, or effect the other way, or a change in a side signal; inactive = no such curve, though single readings can be large or run the other way; the % refers to the polarisation; also: % is scaled to controls: 0 for no effect and ±100 for the full control effect
JMJD2A Tudor inh = JMJD2A Tudor domain (human) inhibition; AlphaScreen JMJD2A-Tudor / H3K4me3 peptide binding; Potency, µM (titrated, usually from 114 µM), inactives show at the top dose activity change, negative = inhibition, actives largely listed as inhibitors; actives 4.4% (n = 390,000); AID 504339; also: % is scaled to controls: 0 for no effect and ±100 for the full control effect; nearly all actives have a fitted effect of over 50% in size
Target sequence (O75164 whole entry, looked up, the tested form may be a part): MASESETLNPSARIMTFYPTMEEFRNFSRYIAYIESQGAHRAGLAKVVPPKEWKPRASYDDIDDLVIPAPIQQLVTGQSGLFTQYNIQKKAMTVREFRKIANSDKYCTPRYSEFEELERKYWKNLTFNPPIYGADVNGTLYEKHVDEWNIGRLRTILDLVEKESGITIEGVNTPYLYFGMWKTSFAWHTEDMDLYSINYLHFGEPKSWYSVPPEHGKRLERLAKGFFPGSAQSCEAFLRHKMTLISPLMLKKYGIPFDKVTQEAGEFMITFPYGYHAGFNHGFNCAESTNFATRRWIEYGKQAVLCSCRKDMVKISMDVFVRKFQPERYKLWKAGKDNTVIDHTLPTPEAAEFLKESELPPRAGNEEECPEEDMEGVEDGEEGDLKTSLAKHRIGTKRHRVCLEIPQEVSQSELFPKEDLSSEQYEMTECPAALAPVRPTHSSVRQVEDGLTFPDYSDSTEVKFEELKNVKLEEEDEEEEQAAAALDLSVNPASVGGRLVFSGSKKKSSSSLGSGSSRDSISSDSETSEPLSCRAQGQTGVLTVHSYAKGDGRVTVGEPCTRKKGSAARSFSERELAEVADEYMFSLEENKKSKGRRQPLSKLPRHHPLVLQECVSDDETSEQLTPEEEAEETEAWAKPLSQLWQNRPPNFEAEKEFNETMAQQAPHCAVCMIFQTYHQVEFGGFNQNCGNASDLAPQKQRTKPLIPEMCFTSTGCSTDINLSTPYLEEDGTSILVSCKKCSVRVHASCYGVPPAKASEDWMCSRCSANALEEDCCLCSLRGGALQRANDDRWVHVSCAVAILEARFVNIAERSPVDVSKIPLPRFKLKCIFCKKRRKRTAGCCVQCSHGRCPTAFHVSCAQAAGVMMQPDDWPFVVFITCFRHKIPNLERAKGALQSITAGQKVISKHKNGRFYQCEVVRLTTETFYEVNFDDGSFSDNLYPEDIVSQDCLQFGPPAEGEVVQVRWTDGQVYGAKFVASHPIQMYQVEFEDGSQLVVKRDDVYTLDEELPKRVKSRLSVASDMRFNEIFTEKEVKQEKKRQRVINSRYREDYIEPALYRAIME
GLS inhibitor = glutaminase GLS (human) inhibition; O94925; GLS enzymatic activity, qHTS titration; Potency, µM (series often up to 45.5 µM), without a hit: top-dose activity change, negative = inhibition, usual class: inhibitors; actives 0.21% (n = 410,000); also: % is scaled to controls: 0 for no effect and ±100 for the full control effect
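hKGA in 45 mM KH2PO4 pH 8.2, 0.02% Tween-20 with pin-transferred compounds; 1 mM L-glutamine (stock) plus glutamate oxidase/HRP/Amplex Red coupling added. Fluorescence read initially and after 30 min at RT.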
ERG Ets-DNA blk = blocks human ERG Ets domain binding to DNA; actives 0.028% (n = 370,000); P11308; fluorescence polarization, His-ERG Ets domain / labelled DNA; Potency, µM (doses to about 76.9 µM), for the others: at the top dose FP activity, negative = inhibition, usual class: inhibitors; active = well fitted inhibition curve with a large enough effect in the polarisation, with a control signal flat; inconclusive = small, poorly fitted or top-dose-only effect, or effect the other way, or a change in a side signal; inactive = no such curve, though single readings can be large or run the other way; the % refers to the polarisation;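 also: polarization taken with two DNA probes labelled with fluorescein and Texas red; % of control where 0% means no effect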
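His-tagged ERG Ets domain (1 uM in the protein solution; 300mM KCl, 50mM Tris-HCl, 1mM EDTA, 1mM DTT, pH 7.5) received compound, then a probe mix of 5 nM fluorescein-DNA and 100nM Texas-615-DNA. Fluorescence polarization was read for both dyes.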
PGK inhibitor = T. brucei PGK inhibition; P07378; PGK/GAPDH coupled, Kinase-Glo luminescence, 60 min; Potency, µM (doses to about 57.5 µM), without a hit: top-dose activity change, negative = inhibition, actives largely listed as inhibitors; actives 0.043% (n = 380,000); also: % is scaled to controls: 0 for no effect and ±100 for the full control effect; nearly all actives have a fitted effect of over 60% in size
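Recombinant glycosomal PGK reaction used 1,3-bisphosphoglycerate generated in-well by GAPDH (100nM final) in 100mM TEA pH 7.6, 5mM MgCl2, 0.01% Tween-20. After 60 minutes at room temperature, ATP was read by Kinase-Glo Plus luminescence end-point.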
HP1b chromo inh = HP1-beta chromodomain-methylated histone interaction inhibition | P83916 | AlphaScreen HP1-beta / biotin-H3K9me3 peptide binding | Potency, µM (top dose mostly 114 µM), without a hit: top-dose activity change, negative = inhibition, hits mostly inhibitors | actives 0.56% (n = 390,000); also: nearly all actives have a fitted effect of over 70% in size; inactives centre near 23
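HP1-beta protein (50 nM final) preincubated 30 min at room temperature with biotinylated H3(1-18)K9me3 peptide (50 nM) in PBS pH 7.4, 0.01% Tween-20, then compound added for 30 min. AlphaScreen streptavidin donor/nickel chelate acceptor beads (10 ug/mL final), 30 min dark, luminescence read.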
12-LOX inh = blocks human arachidonate 12S-lipoxygenase | P18054 | purified 12hLO, xylenol orange hydroperoxide absorbance | Potency, µM (highest dose often 108 µM), without a hit: at the highest dose activity change, negative = inhibition, hits mostly inhibitors | actives 1.1% (n = 580,000) | AID 1671190; also: % is scaled to controls: 0 for no effect and ±100 for the full control effect
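Purified human 12hLO (150 nM final) in 25 mM Hepes, 0.01% Triton X-100, pH 7.0 was preincubated 15 min at room temperature with compound. Then 40 uM arachidonic acid was added, 30 min. Hydroperoxide was read by Fe-XO absorbance ratio 573/405 nm.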
An asterisk follows results filed as active; i = inactive; ? = inconclusive; · = not tested or not shown; & = joins results of further samples; [ ] = remark or other dose. Unless noted, calls follow the shape of the dose curve; as a rule, active = well fitted curve in the direction sought with a large enough effect; inconclusive = small, poorly fitted or top-dose-only effect, or another doubt; inactive = no such curve, though single readings can be large; an effect the other way counts as inactive or inconclusive. Potency is read from the fitted curve at half-maximal effect.

SMILES	RGS4 inh	TrxR1 inh	Pin1 inhibitor	JMJD2A Tudor inh	GLS inhibitor	ERG Ets-DNA blk	PGK inhibitor	HP1b chromo inh	12-LOX inh
CCCNC(=O)Cn1sc2nc(C)cc(C)c2c1=O	-101%[11.4 µM]	-21%	1%	3.2µM*	35%[activator]	-5%	2%	?	-26%
O=C(c1ccccc1)N(Cc1ccc(F)cc1)Cc1nc2ccccc2c(=O)[nH]1	-4%	-3%[57.1 µM]	3%	-10%	2%	-1%	i	34%[activator]	27%
COc1ccc(C(C)(C)C)cc1NC(=O)C1CC=CCC1C(=O)O (stereo unspecified)	-5%	-15%	?	-26%	0%	-10%	·	31%	9%
Cc1noc(C(=O)Nc2ccc(C#N)cc2)c1Cl	2%	20%	-3%	-15%	-4%	-4%	i	35%	0%
C=CCNc1nc(Cl)nc(NCc2ccco2)n1	-13%	20%[57.1 µM]	5%	-1%	-4%	12%	i	43%[activator]	15%
COc1ccc(C(=O)Oc2ccc(C(=S)N3CCOCC3)cc2)cc1	?	-20%	-3%	?	1%	0%	-1%	?	?
O=C(CCC(=O)NC1CCCCC1)NCc1ccc(F)cc1	0%	28%	-2%	8%	-1%	7%	-1%	24%	23%
CCc1cc2c(NC(Cc3ccccc3)C(=O)O)nc(C)nc2s1 (stereo unspecified)	-20%	11%	?	-8%	15%	18%	-9%	28%	3%
Cc1c(C(=O)N2CCC(C)CC2)sc2ncnc(N3CCN(c4ccccc4)CC3)c12	1%	-15%	-2%	-6%	4%	-1%	1%	6%	0%
O=C(NCc1cccnc1)[C@@H]1CC=C[C@@H]2CCN(Cc3ccc(Cl)c(Cl)c3)C(=O)[C@@H]21	-22%	8%&5%	-4%	-21%	-2%	10%	-8%	50%[activator]	1%
CCOC(=O)Cc1c(C)nc2c(C#N)c[nH]n2c1=O	0%	0%	-4%	-24%	-6%	-1%	-3%	31%[activator]	10%
CC(C)Cc1nc(NCCN2CCOCC2)c(C#N)c2c1COC(C)(C)C2	1%	-17%	-11%	-20%	-15%	1%	-2%	39%	2%
CCN(C(=O)CSc1ncnc2sccc12)c1c(N)n(Cc2ccccc2)c(=O)[nH]c1=O	-1%	7%	29%	-12%	0%	4%	i	21%	-5%
CN1CCN(C(=O)CCn2c(=O)c3cccn3c3cccnc32)CC1	5%	14%	-17%	-12%	-19%	5%	1%	21%	-13%
COc1ccc2ccccc2c1/C=N/NC(=O)c1nnn(-c2nonc2N)c1CN(C)C	3%[56.9 µM]	4%[57.1 µM]	0%	-3%	2%	-3%	3%	53%[activator]	8%
Cc1cccc(C(=O)N(C(=O)c2cccc(C)c2)N(C)C)c1	1%	3%	-1%	8%	4%	-19%	4%	29%	-8%
CCOc1ccc(N2CC(C(=O)Nc3ccccc3C(=O)NC3CC3)CC2=O)cc1 (stereo unspecified)	12%	-5%	-4%	-15%	-7%	-6%	-2%	7%	3%
CC(C)(C)C1CCC2(CC1)SCC(=O)N2c1ccccc1 (stereo unspecified)	17%	11%	0%	-6%	-2%	·	3%	25%	0%
c1ccc(N2CCN(c3nc4cc5c(cc4s3)OCO5)CC2)cc1	-53%&-46%	13%&9%	-6%&-3%	-10%[57.1 µM]	-1%	-6%	3%	-22%&4%	-2%
CC(NCC(=O)Nc1ccccc1C(=O)NC1CC1)c1cccs1 (stereo unspecified)	1%	15%	-5%	0%	?	17%	-8%	23%	-6%
O=C(NC1(C(=O)NC2CCCCC2)CCCCC1)c1ccccn1	24%	16%	3%	-15%	6%	8%	-9%	-5%	4%
Cc1csc(SCC(=O)Nc2cccc(S(=O)(=O)N3CCCC3)c2)n1	-13%	30%[57.1 µM]	-7%	9%	-6%	-5%	-4%	22%	-8%
CC(C)(C)OC(=O)N1CCC(c2c(C(=O)N3CCCCC3)cnn2-c2cccc(F)c2)CC1	-12%	11%	-6%	3%	9%	6%	-2%	28%	-16%
Cc1cc(=O)[nH]c(SCC(=O)N2CCCc3ccccc32)n1	14%	22%	1%	-20%	14%	-8%	·	26%	-1%
O=C(CNc1cccc(C(F)(F)F)c1)N/N=C/c1ccccc1C(=O)O	0%	7%	-2%	-8%	2%	-2%	-11%	40%[activator]	30%[activator]
CC[C@@]1(C(=O)OC)N[C@H](CN(C)S(=O)(=O)c2ccc(OC)cc2)[C@@H]2C(=O)N(C)C(=O)[C@@H]21	-10%	18%	-11%	-13%	-2%	-16%	-7%	35%	-15%
C/C(=N\NC(=O)C(=O)Nc1cc(Cl)ccc1Cl)c1ccncc1	29%	-7%	4%	-10%	13%	-4%	-5%	23%	4%
CC(C)n1c(SCc2ccc(Cl)cc2)nc2c1c(=O)[nH]c(=O)n2C	-11%	20%[57.1 µM]	-6%	6%	6%	0%	i	21%	0%
CSc1ccccc1NC(=O)CSc1nncs1	12%[56.9 µM]	16%	2%	-17%	-9%	25%	i	60%[activator]	-1%
Cc1ccc(C=Nc2ccccc2C(N)=O)cc1	9%	-2%	0%	-8%	6%	-7%	i	4%	?
CCc1ccc(-c2nn(CC(=O)NCc3ccccc3)c3c2cnc2ccc(C)cc23)cc1	-1%	31%[57.1 µM]	-8%	-21%	-8%	-2%	-4%	7%	?
O=C(CCC(=O)c1cccs1)NCC(c1ccc(F)cc1)N1CCOCC1 (stereo unspecified)	17%	6%	11%	-26%	-3%	-18%	i	21%	?
C/C(=N\NC(=O)COc1ccccc1[N+](=O)[O-])c1cccc(NC(=O)c2ccncc2)c1	?	-6%	30%[activator]	-22%	0%	-12%	-4%	60%[activator]	-4%
Cc1ccc2cc(S(=O)(=O)NCCCN3CCOCC3)ccc2c1	-1%	14%[57.1 µM]	-6%	-5%	0%	2%	0%	24%	-4%
CCCn1nnnc1SCC(=O)Nc1cccc(NC(=O)c2ccco2)c1	17%	13%[57.1 µM]	4%	-15%	5%	0%	0%	24%	0%
CC(CNC(=O)CN1C(=O)COc2ccc(S(=O)(=O)N3CCCCC3)cc21)c1ccccc1 (stereo unspecified)	7%[11.4 µM]	6%&16%	6%&-6%	-27%&-15%	8%&-9%	-4%&5%	4%&-2%	7%&1%	6%&-4%
Cc1cc(C)c(OCCOCCN(C)C)c(Br)c1	-9%	-9%	-4%	25µM*	2%	-2%	-9%	?	-34%
CCC/C(O)=C1\C(=O)CC(c2ccccc2)CC1=NC (stereo unspecified)	-11%	10%[57.1 µM]	-9%	-9%	11%	-4%	12%	32%	?
COc1cccc(/C=N/Nc2nc(C)cc(=O)[nH]2)c1OC	-40%	1%	7%	-28%	-1%	0%	i	38%[activator]	?
C=CCNC(=S)N1CCN(C2CCCCC2)CC1	14%	-2%	2%	-5%	11%	0%	8%	24%	5%
Cc1ccccc1OCCn1c(=O)oc2ccccc21	-22%	-7%	1%	41%[activator]	-21%	7%	-2%	93%[activator]	-18%
CCCN(CCC)C(=O)CCS(=O)(=O)c1cccc2nsnc12	35%	?	-3%	-5%	12%	13%	-3%	22%	-13%
Cc1ccsc1C(=O)OCC(=O)Nc1c(C)n(C)n(-c2ccccc2)c1=O	-5%	-7%	-2%	-6%	8%	·	-4%	33%	-8%
Cc1onc(-c2ccccc2)c1C(=O)OCc1nnc(-c2ccc([N+](=O)[O-])cc2)o1	-4%	3%	1%	?	6%	-7%	i	?	9%
COC(=O)c1c(-c2ccccc2)csc1NC(=O)c1ccco1	-21%	27%	0%	4%	2%	·	3%	14%	7%
CSc1ccc(S(=O)(=O)N(CC(=O)NCc2ccccn2)c2ccc(C)cc2)cc1	-9%	10%	-4%	-24%	0%	3%	-12%	40%[activator]	7%
Cc1[nH]c(=O)nc2c1CCC2	8%	22%	-8%	-7%	-3%	-4%	-6%	36%	-15%
Cc1ccc(-n2c(=O)cc(N3CCN(C(=O)c4ccco4)CC3)[nH]c2=O)cc1	-10%	-33%	-4%	-16%	2%	5%	-9%	12%	16%[57.4 µM]

Rewritten with two lines to a compound: two of the compounds above.
Below each SMILES: RGS4 inh | TrxR1 inh | Pin1 inhibitor | JMJD2A Tudor inh | GLS inhibitor | ERG Ets-DNA blk | PGK inhibitor | HP1b chromo inh | 12-LOX inh
- COC(=O)c1c(-c2ccccc2)csc1NC(=O)c1ccco1
→ -21% | 27% | 0% | 4% | 2% | · | 3% | 14% | 7%
- CSc1ccc(S(=O)(=O)N(CC(=O)NCc2ccccn2)c2ccc(C)cc2)cc1
→ -9% | 10% | -4% | -24% | 0% | 3% | -12% | 40%[activator] | 7%

3 of the entries above in order of their number in Pin1 inhibitor, descending:
SMILES	RGS4 inh	TrxR1 inh	Pin1 inhibitor	JMJD2A Tudor inh	GLS inhibitor	ERG Ets-DNA blk	PGK inhibitor	HP1b chromo inh	12-LOX inh
Cc1ccsc1C(=O)OCC(=O)Nc1c(C)n(C)n(-c2ccccc2)c1=O	-5%	-7%	-2%	-6%	8%	·	-4%	33%	-8%
CCCN(CCC)C(=O)CCS(=O)(=O)c1cccc2nsnc12	35%	?	-3%	-5%	12%	13%	-3%	22%	-13%
O=C(NCc1cccnc1)[C@@H]1CC=C[C@@H]2CCN(Cc3ccc(Cl)c(Cl)c3)C(=O)[C@@H]21	-22%	8%&5%	-4%	-21%	-2%	10%	-8%	50%[activator]	1%

The list is partial; count on the stated rates, not on these rows.
